# GPR55 LPI antagonism: GPR55 antagonists blocking LPI-driven arrestin recruitment, primary screen, imaging, U2OS, beta-arrestin-GFP, LPI agonist (AID 2013); U2OS GPR55 beta-arrestin-GFP translocation imaging, LPI antagonism; higher % means a stronger effect; inhibition, % at 10 µM, or IC50 in µM where a hit was titrated; 290,000 tested, 0.13% active;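 active = spots per cell inhibited over 60%, with over 100 cells counted and total cytoplasm intensity under 500,000; inconclusive = wells with under 100 cells, flagged as likely toxic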;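 also: U2OS cells stably carrying GPR55 and arrestin-GFP stimulated by 5 µM LPI near EC80; imaged beta-arrestin-GFP aggregate spots per cell after agonist stimulation; plate controls were LPI-stimulated DMSO wells for no effect and DMSO wells without LPI for full effect; some results filed as inactive read as strong as hits; confirmed hits need IC50 under 10 µM and bright autofluorescent wells are also inconclusive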
# Dengue-2 NS5 capping: flavivirus cap methylation enzyme inhibition – biochemical, confirmation dose response, primary screen (AID 588689) | Dengue-2 NS5 methyltransferase capping enzyme assay, biochemical; higher % means a stronger effect | inhibition, % at 25 µM; hits with a dose series show IC50 in µM | 340,000 tested, 0.3% active; in the data active = a potency from the dose series; inconclusive = inhibition above about 29% without an active follow-up result
# GPR35 arrestin U2OS: GPR35 antagonists blocking zaprinast-driven arrestin recruitment, primary screen, imaging, U2OS, beta-arrestin-GFP, zaprinast agonist (AID 2058) | U2OS GPR35 beta-arrestin-GFP translocation imaging, zaprinast antagonism; higher % means a stronger effect | inhibition, % at 10 µM, or IC50 in µM where a hit was titrated | 290,000 tested, 0.052% active;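 active = inhibition of at least 50% with at least 30 cells and total cytoplasm GFP at most 10,000,000; inconclusive = under 30 cells or total GFP of 10,000,000 plus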
# SV40 large T antigen: TAg ATPase/helicase activity blockers – biochemical (AID 1903) | SV40 large T antigen ATPase/helicase inhibition assay; higher % means a stronger effect | inhibition, % at 20 µM, or IC50 in µM where a hit was titrated | 310,000 tested, 0.39% active; in the data active = a potency from the dose series; inconclusive = inhibition mostly from about 32% at the one dose, without a potency; inactive = the rest, 99 in 100 with inhibition below about 32%; also: strong numbers were not always called active
# Yfh1-off respiration: enhancers of respiration in Yfh1-depleted yeast, dose response, Friedreich's ataxia, plus single-dose screen (AID 1465) | S. cerevisiae Yfh1-off respiration, WST-1 reduction, 72 h; higher fold induction means a stronger effect | 220,000 tested, 0.074% active | one-dose fold induction at 50 µM; EC50 in µM for titrated hits;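 active = fold induction of absorbance versus untreated yeast above a set limit, then at least 30% activation at any dose in follow-up; inconclusive = repeats straddling the limit, or above it without dose testing; inactive = fold induction below the set limit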;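 also: activators that raise dye reduction in frataxin-depleted yeast; strong numbers were not always called active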
# MgcRacGAP inhibition: MgcRacGAP GTPase-activating activity inhibitors, confirmation, biochemical, ADP Hunter fluorescence. MgcRacGAP-stimulated Rac1 GTP hydrolysis, ADP Hunter fluorescence; higher % means a stronger effect; GST-tagged Rac1 F28L mutant substrate. one-dose inhibition, % at 30 µM; IC50 in µM for titrated hits. 340,000 tested, 0.6% active;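 active = first-screen hits whose inhibition reached a set limit at any dose in the follow-up dose series; inconclusive = inhibition above the set first-screen limit but never retested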;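 also: fluorescence reports GDP produced by GAP-driven GTP hydrolysis; strong numbers were not always called active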
# GPR55 activation: selective activators of receptor GPR55 – imaging, U2OS cells, beta-arrestin-GFP redistribution, primary screen (AID 1961) | U2OS GPR55 beta-arrestin-GFP redistribution imaging; higher % means a stronger effect | activation, % at 10 µM; hits with a dose series show EC50 in µM | 290,000 tested, 0.048% active;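 active = activation above 40% with more than 50 cells counted in the well; inconclusive = wells holding fewer than 50 cells, flagged as toxic or sparse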;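 also: U2OS osteosarcoma cells stably expressing GPR55 and beta-arrestin-GFP; plate controls were DMSO negative control for no effect and LPI positive control for full effect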
# NTR1 ag: NTR1-driven beta-arrestin-GFP spot formation – imaging, U2OS cells, high content, primary screen (AID 493036); P30989; agonist mode; activation, % at 20 µM; 330,000 tested, 0.17% active;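 active = activation at or above 40% of the spot to cytoplasm intensity ratio, with at least 20 cells analyzed; inconclusive = wells under 20 cells, flagged as cytotoxic or low count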;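 also: 0% = DMSO without peptide and 100% = 100 nM NTR1 peptide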
# Target sequence (P30989 whole entry, looked up): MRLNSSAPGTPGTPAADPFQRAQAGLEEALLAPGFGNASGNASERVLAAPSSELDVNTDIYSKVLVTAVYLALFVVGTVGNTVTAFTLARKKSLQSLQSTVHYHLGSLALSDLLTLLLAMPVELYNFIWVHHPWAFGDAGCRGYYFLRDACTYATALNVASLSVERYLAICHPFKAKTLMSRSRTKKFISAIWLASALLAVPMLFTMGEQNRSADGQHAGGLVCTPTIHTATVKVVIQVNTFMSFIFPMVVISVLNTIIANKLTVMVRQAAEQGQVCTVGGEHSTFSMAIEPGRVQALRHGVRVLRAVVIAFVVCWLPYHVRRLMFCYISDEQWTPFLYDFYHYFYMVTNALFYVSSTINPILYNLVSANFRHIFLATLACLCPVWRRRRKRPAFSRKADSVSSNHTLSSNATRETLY
# AID2073: disruptors of CaV2.2 binding to Mint1 – biochemical, HTRF (AID 2073); HTRF protein-protein interaction, Mint1-CaV2.2; higher % means a stronger effect; inhibition, % at 20 µM; hits with a dose series show IC50 in µM; 290,000 tested, 0.19% active; in the data active = inhibition mostly above about 51%, no sharp cut-off; inconclusive = no clear call, values can overlap the other calls; inactive = mostly below about 53%; also: some results filed as inactive read as strong as hits
# NTR1 ag cell count 20 µM: second read-out of NTR1 ag, no call of its own (marks repeat the call); cell count; measured here: cell count, cytotoxicity flag
# Dengue-2 NS5 capping pilot replicate: further read-out of Dengue-2 NS5 capping, marked with its call; inhibition, %; measured here: pilot screen replicate inhibition
# * hit, by the source's call; i = inactive; u = inconclusive; x = no result given.
# Start of the listing, in advance:
SMILES,GPR55 LPI antagonism,Dengue-2 NS5 capping,GPR35 arrestin U2OS,SV40 large T antigen,Yfh1-off respiration,MgcRacGAP inhibition,GPR55 activation,NTR1 ag,NTR1 ag cell count 20 µM,AID2073,others
C/C(Cc1ccccc1)=N\NC(=O)CNC(=O)c1ccccc1F,-7%,-2%,-3%,1%,x,4%,0.2%,-0.3,55,6%,
O=C(CN1C(=O)/C(=C\c2ccccc2Cl)Oc2ccccc21)NCc1cccnc1,-9%,-6%,26%,0%,i,8%,0.1%,0.8,84,37%,

# All compounds of this part, from the first entry:
SMILES,GPR55 LPI antagonism,Dengue-2 NS5 capping,GPR35 arrestin U2OS,SV40 large T antigen,Yfh1-off respiration,MgcRacGAP inhibition,GPR55 activation,NTR1 ag,NTR1 ag cell count 20 µM,AID2073,others
C/C(Cc1ccccc1)=N\NC(=O)CNC(=O)c1ccccc1F,-7%,-2%,-3%,1%,x,4%,0.2%,-0.3,55,6%,
O=C(CN1C(=O)/C(=C\c2ccccc2Cl)Oc2ccccc21)NCc1cccnc1,-9%,-6%,26%,0%,i,8%,0.1%,0.8,84,37%,
CCOc1ccc(-c2nnn(CC(=O)NCc3ccccc3)n2)cc1,5%,-4%,2%,3%,i,4%,-0.4%,6.1,47,1%,
Cc1cc(C)n2nc(SCc3ccccc3C(=O)O)nc2n1,1%,1%,-12%,31%,x,12%,-0.1%,0.0,104,6%,
COc1ccc(C2=NC(C)(C)Cc3cc(OC)c(OC)cc32)cc1,3%,1%,2%,8%,x,7%,-0.1%,1.5,48,30%,
OCCNc1ncnc2c1c(-c1ccccc1)c(-c1ccccc1)n2Cc1ccco1,0%,3%,-19%,5%,i,-8%,0.5%,10,60,6%,
COc1ccc(NC(=O)CNC(=O)Cc2ccccc2)cc1,-2%,-2%,-8%,6%,x,2%,-0.2%,1.8,55,3%,
Cc1ccc(NC(=O)CCc2c[nH]c3ccccc23)nc1,-4%,-1%,-1%,5%,x,4%,0.0%,-0.4,66,6%,
CCOc1ccc(NC(=O)CSc2nc(=O)n(CCN3CCOCC3)c3c2CCCC3)cc1,x,-6%,x,8%,x,2%,x,0.9,77,x,
CCC(C)c1ccccc1NC(=O)CN(C)CCOc1ccc(Cl)cc1 (stereo not drawn),-14%,-6%,0%,4%,x,-6%,0.0%,1.3,54,-1%,
CCOC(=O)C1(CCOc2ccccc2)CCN(Cc2ccc(F)c(OC)c2)CC1,20%,-2%,6%,2%,x,6%,0.2%,2.2,80,9%,
C=CCNC(=O)c1cc(-c2ccncc2)nc2c(C)cc(C)cc12,20%,-1%,5%,15%,x,10%,-0.1%,1.0,63,23%,
COc1cc(Br)c(C2CC(=O)Nc3cc(OC)c(OC)cc32)cc1OC (stereo not drawn),-2%,-9%,-6%,10%,x,-17%,-0.2%,0.5,58,7%,
CCCn1c2c(c(=N)c3c1CCC3)CCC2,2%,0%,-7%,7%,x,7%,0.2%,0.8,55,2%,
COc1ccc(NC(=O)NCCCN2CCC(Cc3ccccc3)CC2)cc1,-10%,-16%,0%,11%,i,14%,-0.1%,1.7,63,6%,
CN(C(=O)c1cccs1)C1(C)CCS(=O)(=O)C1 (stereo not drawn),8%,-5%,-13%,21%,x,10%,0.0%,0.5,66,3%,
Cc1nc(NCC2CCCO2)nc2c1C(=O)CC(C)C2 (stereo not drawn),6%,-5%,-5%,21%,i,7%,-0.1%,0.3,67,-2%,
CCc1nc(NCCN2CCOCC2)c2oc3ccccc3c2n1,-4%,2%,-9%,4%,i,11%,0.2%,-0.2,48,0%,
COC(=O)C1(CCSC)NC(c2ccco2)C2C(=O)N(C)C(=O)C21 (stereo not drawn),11%,-2%,18%,9%,i,1%,-0.3%,-1.8,96,0%,
Cc1ccc(NC(=O)CCS(=O)(=O)c2ccc3nc(C)sc3c2)cc1,-22%,4%,-3%,x,x,5%,-0.3%,1.2,48,-1%,
CC(Sc1nnc(Cn2c(=O)sc3ccccc32)n1C)c1ccccc1 (stereo not drawn),0%,-9%,-17%,0%,i,5%,-0.1%,5.1,74,4%,
CCC(=O)Nc1c(C)nn(-c2ccc(C)c(C)c2)c1C,4%,-10%,1%,4%,i,-2%,0.1%,0.0,38,-39%,
CCOc1ccc(-c2ccc(/C=C3/C(=N)N4C=CSC4=NC3=O)o2)c([N+](=O)[O-])c1,2%,-1%,-2%,7%,i,10%,-0.2%,x,x,7%,
CCc1ccc(N2CC(C(=O)NC3=NCCS3)CC2=O)cc1 (stereo not drawn),x,5%,2%,3%,i,9%,-0.1%,1.3,91,4%,
COc1cccc(-c2nnc(-c3ccc(C(F)(F)F)cc3)o2)c1OC,7%,8%,10%,10%,i,5%,0.1%,-0.8,69,3%,
O=C(Cc1ccc(Cl)c(Cl)c1)Nc1cccc2ncccc12,7%,-4%,-1%,-3%,i,3%,-0.2%,-0.9,53,24%,
Cc1cccc(C)c1NC(=S)N/N=C/c1ccc(OCCC(C)C)cc1,18%,-3%,-4%,12%,i,5%,0.0%,20,76,-5%,Dengue-2 NS5 capping pilot replicate=-6.1
C=CCn1c(N)c(C(=O)OC(C)CC)c2nc3ccccc3nc21 (stereo not drawn),8%,1%,4%,4%,i,4%,0.4%,x,x,31%,
COc1cccc(CC(NC(C)=O)C(=O)NC2CCN(C(=O)c3ccc(Cl)cc3)CC2)c1 (stereo not drawn),0%,-4%,9%,x,x,2%,-0.1%,-2.5,34,7%,
O=C(COc1coc(CN2CCc3ccccc3C2)cc1=O)Nc1cccc(Cl)c1,x,-9%,x,10%,x,7%,x,30,52,x,
Clc1cccc(-c2nnc3sc(-c4ccc5c(c4)OCO5)nn23)c1,3%,x,4%,x,x,x,0.2%,x,x,u,
Cn1cnnc1SCC(=O)NC(=O)NC1CCCC1,15%,-3%,17%,9%,i,1%,0.2%,-0.9,56,-3%,
COc1ccccc1N1CCN(CC(O)COc2ccc3c(c2)CCC3)CC1 (stereo not drawn),13%,2%,5%,8%,i,1%,0.1%,0.7,51,-8%,
COc1ccc(OC)c(CN2CCCCCC2)c1,-5%,-4%,-4%,19%,x,u,0.3%,1.0,73,5%,
O=S(=O)(c1cccc(F)c1)N1CCc2sccc2C1c1ccc(OC(F)(F)F)cc1 (stereo not drawn),6%,x,0%,7%,i,x,0.6%,1.8,52,19%,
CC1=NN(c2ccccc2)C(=O)/C1=C/c1c(O)n(-c2ccc(F)c(Cl)c2)[nH]c1=O,24%,x,24%,37%,i,x,0.6%,0.5,53,18%,
C=CCn1cc(C(=O)NCCCOC)c(=O)c2cc(S(=O)(=O)N(CC)CC)ccc21,11%,-5%,-3%,14%,i,9%,0.0%,-0.9,80,9%,
COc1ccc2oc(C(=O)NCc3cc(OC)c(OC)cc3OC)c(C)c2c1,-2%,0%,1%,1%,x,15%,0.7%,-0.6,44,6%,
Cc1ccccc1N(C(=O)c1ccccn1)C(C(=O)NCc1ccccc1)c1cccnc1 (stereo not drawn),4%,-4%,-10%,4%,x,8%,-0.2%,-0.5,48,8%,
Cc1cccc(C)c1NC(=O)N1CCC(C(=O)c2ccc(F)cc2)CC1,0%,-2%,11%,8%,x,8%,x,0.4,59,-5%,
Cc1cc(NC(=O)CN2C(=O)c3ccccc3C2=O)no1,-12%,0%,-1%,10%,x,11%,-0.3%,-0.5,38,4%,
CCC(CC)C(=O)c1c[nH]c(C(=O)NCc2ccccc2OC)c1,14%,-4%,-5%,9%,x,2%,-0.1%,-0.9,86,13%,
O=C(/C=C/N1CCN(Cc2ccccc2)CC1)C(F)(F)F,14%,0%,-8%,0%,i,8%,0.0%,-0.5,38,2%,
CN(C)C(=O)NC(Nc1cccc([N+](=O)[O-])c1)C(Cl)(Cl)Cl (stereo not drawn),2%,-2%,4%,12%,i,2%,0.0%,2.7,81,-9%,
CCCC(=O)Nc1sc(C)c(-c2ccc(C(C)CC)cc2)c1C#N (stereo not drawn),-17%,-6%,2%,4%,i,0%,0.2%,2.8,73,-1%,
CC1CC(=O)c2cnc(Nc3ccccc3)nc2C1 (stereo not drawn),1%,-5%,12%,4%,i,12%,-0.2%,-1.5,55,17%,
Cc1cc(C)c(NC(=S)N(C)C)cc1C,9%,9%,9%,17%,i,-4%,-0.3%,0.1,49,-7%,
O=C(Nc1ccc(-n2cnnn2)cc1)C(c1ccccc1)c1ccccc1,6%,-7%,2%,6%,i,2%,0.0%,1.9,33,8%,
O=C(O)c1cc(N2N=C(C(F)(F)F)/C(=C/C=C/c3ccco3)C2=O)ccc1Cl,26%,24µM*,23%,4.5µM*,i,11µM*,2.3%,x,x,25µM*,
C=CCNCC(=O)NN=C(c1ccccc1)c1ccccc1,8%,-12%,-19%,1%,i,5%,0.2%,-1.3,60,6%,
CCOC(=O)c1cccc(NC(=O)CN(C)S(=O)(=O)c2cnc[nH]2)c1,-2%,-4%,12%,9%,i,14%,0.2%,0.3,58,-2%,
C=CCNC(=O)c1c(-c2c(F)cccc2Cl)noc1C,15%,0%,-8%,9%,i,-10%,0.2%,-1.8,58,-3%,
CC(=O)c1ccc(Sc2nnnn2-c2ccccc2)c([N+](=O)[O-])c1,3%,-13%,27%,12%,i,5%,0.0%,3.0,70,-4%,
COc1cccc(C(=O)NCC(=O)N/N=C/c2cn[nH]c2-c2ccccc2)c1,6%,-3%,-24%,4%,i,17%,-0.1%,1.9,74,9%,
Nn1cc(-c2ccccc2)nc1SCC(=O)N1CCN(S(=O)(=O)c2ccc(Cl)cc2)CC1,11%,2%,6%,12%,i,7%,-0.6%,-1.0,91,0%,
COC(=O)c1[nH]c2cccc(Cl)c2c1NC(=O)CN1CCN(CCO)CC1,-4%,-5%,32%,5%,i,1%,-0.3%,0.5,74,7%,
Cc1cc2ccccc2n1CCNC(=O)c1ccc(Br)o1,12%,7%,12%,20%,i,7%,-0.1%,-1.0,71,18%,
COc1ccc(CNCc2cc(Cl)ccc2O)cc1,x,-15%,x,2%,x,-8%,x,-3.2,94,x,
CCSC1=C(C#N)C(c2ccc(Cl)cc2)C2=C(CCCC2=O)N1 (stereo not drawn),4%,-7%,12%,7%,i,6%,-0.1%,-2.3,81,8%,Dengue-2 NS5 capping pilot replicate=-3.4

# From PubChem BioAssay
